# MEP2-GFP yeast: modulators of TOR pathway MEP2-GFP in S. cerevisiae. S. cerevisiae MEP2-GFP strain, flow cytometry GFP, 3 h; 100% = DMSO control level. GFP response vs DMSO, % at 10 µM. actives 0.51% (n = 330,000). AID 2016;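 active means GFP response versus DMSO above a set limit, roughly screen mean plus 3 SD, cut at about 180% in these data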;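 further: median GFP fluorescence of the barcode-gated MEP2-GFP cells per well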
# Yeast superoxide: caloric restriction mimetics inhibiting age-related superoxide in yeast | S. cerevisiae aged cells, superoxide DHE fluorescence; hits give low values | superoxide response (% of plate mean), % at 10 µM | actives 0.18% (n = 330,000) | AID 2690;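 active means superoxide response under a set limit, about three screen SD below normal, cut at about 65% in these data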;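 further: yeast aged for seven days with compound at 30 °C before DHE staining; 100% = average MFI of all compound-treated wells on the plate with controls excluded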
# RPL19A-GFP yeast: alters RPL19A-GFP fluorescence in TOR pathway yeast screen; percent response vs DMSO, % at 10 µM; AID 2025; actives 0.3% (n = 330,000); S. cerevisiae RPL19A-GFP strain, flow cytometry, 3 h; hits give low values;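 active means percent response vs DMSO below 50%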;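 further: median channel GFP fluorescence of the barcoded RPL19A-GFP strain; ratio of sample median GFP to plate DMSO average so 100% = DMSO; lower means less RPL19A-GFP as with rapamycin TOR inhibition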
# JMJD2C inh: inhibitors of human GASC-1 (JMJD2C) demethylase; Q9H3R0; GST-JMJD2C(1-420) H3K9me3 demethylation, DELFIA europium; inhibition, % at 2.35 µM; actives 0.069% (n = 330,000);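 active means more than half of a compound's replicate wells show inhibition beyond 50%, single wells judged on their own value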;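 further: signal counts dimethyl H3K9 product captured on neutravidin plate; 0% = median of DMSO wells and 100% = 0.3 times that DMSO median; strong numbers were not always called active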
# proCasp3 act: activators of human procaspase-3. activation, % at 8.5 µM. P42574. recombinant procaspase-3 D3A, Ac-DEVD-pNA absorbance 405 nm. actives 0.11% (n = 330,000);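 active means activation above the mean of all tested compounds plus 3 SD, cut at about 21% in these data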;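 further: 0% = DMSO alone and 100% = DMSO wells spiked with extra 5 µM PC-3 D3A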
# Target sequence (P42574 whole entry D9A/D28A/D175A): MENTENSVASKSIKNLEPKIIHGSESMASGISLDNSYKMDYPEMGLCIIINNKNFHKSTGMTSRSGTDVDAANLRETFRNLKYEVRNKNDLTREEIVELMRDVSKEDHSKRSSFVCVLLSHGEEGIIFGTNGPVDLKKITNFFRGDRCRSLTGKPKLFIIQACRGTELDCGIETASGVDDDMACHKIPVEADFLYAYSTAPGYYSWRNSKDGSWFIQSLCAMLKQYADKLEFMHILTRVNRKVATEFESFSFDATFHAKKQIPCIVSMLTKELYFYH
#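 Assay system: Autoprocessing-dead procaspase-3 D3A mutant enzyme; also added: Ac-DEVD-pNA; doses: one concentration, 8.5 µM nominal, 0.8% DMSO; times: 1 h compound preincubation, 2 h substrate hydrolysis at 25 °C; technique: 405 nm absorbance of p-nitroaniline, reads at 0 and 120 min; measure: % activation between DMSO and enzyme-spiked controls; repeats: single replicate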
# LAP4-GFP MLPCN: modulators of TOR pathway LAP4-GFP in S. cerevisiae. S. cerevisiae LAP4-GFP multiplex, flow cytometry GFP, 3 h; median GFP as percent of DMSO wells. GFP response vs DMSO, % at 10 µM. actives 0.34% (n = 320,000);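 active means GFP response vs DMSO above a set limit, about the screen mean plus 3 SD, cut at about 150% in these data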
# procasp7 counter: activates human procaspase-7, counter-screen for procaspase-3 activators. activation, % at 8.5 µM. actives 0.093% (n = 330,000). P55210. recombinant procaspase-7, Ac-DEVD-pNA absorbance 405 nm; D23A/D198A/D206A triple mutant, cannot self-cleave; scale: DMSO 0, 5 µM enzyme 100;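 active means percent activation above the screen-wide mean plus 3 SD, cut at about 25% in these data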
# Target sequence (P55210 whole entry D23A/D198A/D206A): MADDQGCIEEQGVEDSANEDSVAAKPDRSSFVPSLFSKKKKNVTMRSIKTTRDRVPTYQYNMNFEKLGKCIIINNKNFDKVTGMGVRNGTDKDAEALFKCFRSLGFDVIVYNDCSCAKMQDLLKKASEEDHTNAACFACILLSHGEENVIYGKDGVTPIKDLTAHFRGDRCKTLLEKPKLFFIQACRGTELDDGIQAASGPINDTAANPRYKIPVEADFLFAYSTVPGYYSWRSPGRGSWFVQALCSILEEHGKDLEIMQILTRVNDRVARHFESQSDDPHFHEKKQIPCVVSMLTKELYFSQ
#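 Assay system: Uncleavable procaspase-7 mutant enzyme; Input: 2 µM procaspase-7 mutant as dispensed; Also added: DEVD-pNA substrate; Medium: Zinc-free HEPES pH 7.4 with 300 mM NaCl, 0.01% Triton X-100; Timing: 1 h compound preincubation, 2 h substrate cleavage, 25 °C; Measured by: Epi-absorbance of released pNA at 405 nm, two timepoints.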
# AHR act: human AHR activation; AHR-responsive luciferase reporter cells, luminescence; activation, % at 5 µM; actives 2.5% (n = 320,000); in the data active means activation above about 47%;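 further: 0% = vehicle wells and 100% = reference agonist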
# Numbers without * were called inactive; . = no result given.
entry	compound	MEP2-GFP yeast	Yeast superoxide	RPL19A-GFP yeast	JMJD2C inh
1	CN1CCN(c2ccc(C(CC(N)=O)NC(=O)c3ccccc3)cc2[N+](=O)[O-])CC1 (centres undefined)	94.9	104.8	104.6	3.9
2	Cc1cccc(Nc2nc(N)nc(CCl)n2)c1	118.0	91.8	109.2	12.6
3	Cn1c(=O)c2ccccc2n(Cc2ccccc2Cl)c1=O	99.0	85.7	97.7	0.0
4	COc1ccc2cc3cc(C(=O)NCc4ccco4)oc3nc2c1	103.2	100.4	95.3	4.7
5	O=C(O)c1ccccc1C(=O)N1N=C(c2ccccc2)CC1c1ccccc1O (centres undefined)	100.7	90.1	101.7	-1.3
6	COc1ccc(NS(=O)(=O)c2ccc(OC)c(NC(=O)CCC3CCCCC3)c2)cc1	97.2	83.8	100.4	2.0
7	CCc1ccc(C(=O)C(C)OC(=O)CNS(=O)(=O)c2ccc(C)cc2)cc1 (centres undefined)	105.0	105.9	101.1	1.7
8	Cc1ccc(C(=O)N/N=C/c2ccc(N3CCOCC3)cc2)c(C)c1	112.9	92.1	115.4	1.6
9	Cc1onc(-c2ccccc2)c1C(=O)NC(C)CCc1ccccc1 (centres undefined)	97.9	95.7	101.4	1.7
10	Cc1c(Cc2ccccc2)sc(/N=C/c2ccc3ccccc3c2)c1C(N)=O	103.8	108.7	100.4	2.6
11	COc1ccccc1N(Cc1ccccc1)S(=O)(=O)c1cccc(C(=O)N2CCCCC2)c1	100.5	77.0	97.4	3.1
12	COc1cccc(C(=O)NC(C)c2ccc(Br)cc2)c1 (centres undefined)	96.3	94.0	99.4	0.5
13	Cc1ccc(CSc2ccc3nnc(-c4cccnc4)n3n2)cc1	109.4	104.9	103.3	-0.5
14	Cc1c(C(=O)N2CCN(c3ccc(C(F)(F)F)cn3)CC2)oc2ccccc12	102.0	93.0	101.2	1.6
15	CC(=O)c1c(C)[nH]c(C(=O)OCC(=O)N2c3ccccc3NC(=O)C2(C)C)c1C	101.9	109.7	98.6	10.2

entry	proCasp3 act	LAP4-GFP MLPCN	procasp7 counter	AHR act
1	3.4	110.3	9.9	0.4
2	-4.3	121.2	5.4	12.6
3	-1.1	99.5	12.7	1.8
4	-21.0	104.2	-28.9	-8.3
5	-33.8	90.8	-52.3	9.7
6	-2.2	84.0	0.2	-1.9
7	1.5	102.3	7.5	3.0
8	0.1	105.9	2.6	25.0
9	4.1	103.4	3.0	0.5
10	-5.0	100.0	-10.8	13.2
11	-8.9	104.8	9.8	-0.3
12	-2.9	98.1	0.3	5.8
13	3.6	105.8	8.1	71.1*
14	10.0	109.9	9.2	1.2
15	29.9*	96.8	23.5	9.0

# Whole records, quoted from the list.
# CC(=O)c1c(C)[nH]c(C(=O)OCC(=O)N2c3ccccc3NC(=O)C2(C)C)c1C is listed as MEP2-GFP yeast = 101.9; Yeast superoxide = 109.7; RPL19A-GFP yeast = 98.6; JMJD2C inh = 10.2; proCasp3 act = 29.9*; LAP4-GFP MLPCN = 96.8; procasp7 counter = 23.5; AHR act = 9.0
# Cc1onc(-c2ccccc2)c1C(=O)NC(C)CCc1ccccc1 (centres undefined) is listed as MEP2-GFP yeast = 97.9; Yeast superoxide = 95.7; RPL19A-GFP yeast = 101.4; JMJD2C inh = 1.7; proCasp3 act = 4.1; LAP4-GFP MLPCN = 103.4; procasp7 counter = 3.0; AHR act = 0.5

# Other records follow:
entry	compound	MEP2-GFP yeast	Yeast superoxide	RPL19A-GFP yeast	JMJD2C inh
16	CC1(C)CNC(=O)C=C(c2ccccc2)C1	100.0	84.0	97.8	-5.7
17	COc1ccc(S(=O)(=O)N(C)C[C@H]2Oc3ccc(NC(=O)Nc4ccccc4)cc3C(=O)N([C@H](C)CO)C[C@@H]2C)cc1	.	101.1	.	18.4
18	N#C/C(=C\c1ccccn1)c1ccccn1	107.2	132.7	107.9	-4.7
19	CC(C)(C)c1ccc(NC(=O)NCc2ccco2)cc1	101.2	124.9	108.7	7.5
20	COC(=O)c1ccc(CS(=O)(=O)c2ccc(C)cc2)o1	97.4	98.9	96.5	1.2
21	O=C1CSc2ccc(S(=O)(=O)N3CCN(c4ccccc4F)CC3)cc2N1	102.3	102.4	99.8	-4.2
22	COc1ccc(C2=Nn3c(nnc3-c3ccccc3OC)SC2)cc1OC1CCCC1	93.0	135.2	92.8	.
23	O=C(COC(=O)c1ccc(O)cc1)Nc1ccc(OC(F)F)cc1	97.1	81.2	94.3	4.1
24	C#CCOc1ccccc1C(N)=O	95.7	95.3	93.4	-24.5
25	CN1CC=C2C(C#N)=C(N)C(C#N)(C#N)C(c3cccc(Cl)c3Cl)C2C1 (centres undefined)	106.6	99.2	102.9	-0.4
26	COC(=O)CN1C(=O)COc2ccc(S(=O)(=O)N3CCCCCC3)cc21	95.3	89.6	96.9	-5.3

entry	proCasp3 act	LAP4-GFP MLPCN	procasp7 counter	AHR act
16	6.7	94.9	4.6	-2.0
17	4.5	.	7.4	-0.7
18	-4.8	96.8	1.1	24.4
19	1.7	113.4	8.1	16.8
20	-5.6	86.3	-6.6	-1.7
21	-0.6	101.2	-2.5	1.2
22	-1.2	99.5	-5.9	27.5
23	5.0	85.2	7.2	3.4
24	5.5	100.8	6.5	-0.2
25	-6.0	104.9	-10.6	14.8
26	4.4	92.8	-2.0	0.2

# Entries 16 to 21 from above:
entry	compound	MEP2-GFP yeast	Yeast superoxide	RPL19A-GFP yeast	JMJD2C inh
16	CC1(C)CNC(=O)C=C(c2ccccc2)C1	100.0	84.0	97.8	-5.7
17	COc1ccc(S(=O)(=O)N(C)C[C@H]2Oc3ccc(NC(=O)Nc4ccccc4)cc3C(=O)N([C@H](C)CO)C[C@@H]2C)cc1	.	101.1	.	18.4
18	N#C/C(=C\c1ccccn1)c1ccccn1	107.2	132.7	107.9	-4.7
19	CC(C)(C)c1ccc(NC(=O)NCc2ccco2)cc1	101.2	124.9	108.7	7.5
20	COC(=O)c1ccc(CS(=O)(=O)c2ccc(C)cc2)o1	97.4	98.9	96.5	1.2
21	O=C1CSc2ccc(S(=O)(=O)N3CCN(c4ccccc4F)CC3)cc2N1	102.3	102.4	99.8	-4.2

entry	proCasp3 act	LAP4-GFP MLPCN	procasp7 counter	AHR act
16	6.7	94.9	4.6	-2.0
17	4.5	.	7.4	-0.7
18	-4.8	96.8	1.1	24.4
19	1.7	113.4	8.1	16.8
20	-5.6	86.3	-6.6	-1.7
21	-0.6	101.2	-2.5	1.2

# Reprinted at random: two records from the list
entry	compound	MEP2-GFP yeast	Yeast superoxide	RPL19A-GFP yeast	JMJD2C inh
16	CC1(C)CNC(=O)C=C(c2ccccc2)C1	100.0	84.0	97.8	-5.7
1	CN1CCN(c2ccc(C(CC(N)=O)NC(=O)c3ccccc3)cc2[N+](=O)[O-])CC1 (centres undefined)	94.9	104.8	104.6	3.9

entry	proCasp3 act	LAP4-GFP MLPCN	procasp7 counter	AHR act
16	6.7	94.9	4.6	-2.0
1	3.4	110.3	9.9	0.4
